Keap1 Nrf2 FP = Keap1-Nrf2 protein-protein interaction inhibitors, primary screen, biochemical, fluorescence polarization, single point; Kelch-like ECH-associated protein 1 (Homo sapiens), Q14145; hit rate 0.15% among 340,000; inhibition, % at 9.4 µM; Keap1 Kelch-Nrf2 peptide fluorescence polarization, 1536-well; AID 504523, 2011; in the data active = inhibition above about 12%;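 note: human Keap1 Kelch domain with fluorescein labeled Nrf2 9mer peptide probe; 0% = neutral control wells and 100% = peptide positive control; higher means more block of Keap1 binding to Nrf2 peptide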
Target sequence (Q14145 whole entry, looked up, the tested form may be a part): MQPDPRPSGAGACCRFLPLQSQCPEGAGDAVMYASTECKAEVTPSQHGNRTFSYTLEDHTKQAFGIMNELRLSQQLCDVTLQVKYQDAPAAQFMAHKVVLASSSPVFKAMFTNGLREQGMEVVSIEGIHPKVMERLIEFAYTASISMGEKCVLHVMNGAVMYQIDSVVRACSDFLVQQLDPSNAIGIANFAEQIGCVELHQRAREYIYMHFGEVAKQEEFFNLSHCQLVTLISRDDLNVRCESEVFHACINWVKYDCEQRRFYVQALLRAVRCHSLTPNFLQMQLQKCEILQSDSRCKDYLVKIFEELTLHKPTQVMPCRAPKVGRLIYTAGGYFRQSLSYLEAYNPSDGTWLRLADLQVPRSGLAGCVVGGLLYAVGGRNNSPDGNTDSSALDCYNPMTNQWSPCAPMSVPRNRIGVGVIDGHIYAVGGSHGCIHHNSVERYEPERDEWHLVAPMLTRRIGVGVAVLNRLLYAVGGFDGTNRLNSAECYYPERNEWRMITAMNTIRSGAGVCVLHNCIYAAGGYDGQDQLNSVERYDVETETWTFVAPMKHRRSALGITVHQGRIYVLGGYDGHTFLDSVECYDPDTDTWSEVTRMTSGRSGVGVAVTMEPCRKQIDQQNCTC
CAL PDZ FP = untagged CAL PDZ binding inhibitors, primary screen, biochemical, fluorescence polarization, HTS; hit rate 0.92% among 300,000; inhibition, % at 24.9 µM; purified CAL PDZ, TMR-peptide fluorescence polarization, 1 h; AID 602252, 2012; Golgi-associated PDZ and coiled-coil motif-containing protein (Homo sapiens), Q9HD26;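 active = mean inhibition of at least 30% with at least half of replicates also reaching 30%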;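 note: 0% = DMSO neutral control and 100% = excess unlabeled competitor peptide PRC23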
V-ATPase pH = regulators of yeast V-ATPase proton pumping, primary screen, pHLuorin cytosolic pH fluorescence | S. cerevisiae | response, % at 10 µM | hit rate 0.37% among 350,000 | AID 504577, 2011; in the data active = response mostly above about 7.3%, no sharp cut-off; inactive = mostly below about 5.4%; note: actives read high; inactives centre near 0; some compounds called inactive have numbers as strong as hits; reference of the scale not given here
C-LANA FP = inhibitors of KSHV C-LANA binding to DNA, primary screen, biochemical, fluorescence polarization, FAM-LBS DNA, MBP-C-LANA, single point; Kaposi's sarcoma herpesvirus LANA C-terminal domain (residues 932-1162) DNA binding; inhibition, % at 9 µM; hit rate 0.078% among 340,000; AID 504423, 2011;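 active = highest replicate inhibition at or above 60% at 9 µM, even if other replicates fall short; inactive = all replicates below 60% inhibition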;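 note: 0% = neutral control wells and 100% = 4 µM acridine orange control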
RTF Ca sens inh = cardiac RTF calcium sensitivity inhibitors, primary screen, biochemical, IANBD-TnC fluorescence, EC70 calcium | Troponin I, cardiac muscle (Homo sapiens) + Troponin T, cardiac muscle (Homo sapiens) + … | IANBD-labeled cardiac RTF, Ca2+ fluorescence | inhibition, % at 7.15 µM | hit rate 0.12% among 340,000 | AID 493244, 2011;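 active = inhibition above the mean inhibition of all tested compounds plus 3 SD, cut at about 17% in these data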;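 note: assay run at fixed EC70 calcium of 1.6 mM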
OPRM1-OPRD1 ag = agonists of OPRM1-OPRD1 heterodimerization, primary screen, cell-based, luminescence; Mu-type opioid receptor (Homo sapiens) + Delta-type opioid receptor (Homo sapiens), …; cells; activation, % at 9.3 µM; hit rate 0.3% among 340,000; in the data active = activation above about 18%;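 note: 0% = vehicle-treated cells and 100% = reference agonist; values of inactives mirror those of a sister screen read the other way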
HTR5A ag ctr = HTR5A agonists in luminescence cell assay, primary screen, counter-screen for OPRM1-OPRD1 heterodimer agonist project, full-deck HTS. activation, % at 9.3 µM. 5-hydroxytryptamine receptor 5A (Homo sapiens), P47898. cell-based. AID 504692, 2011. hit rate 0.61% among 340,000; in the data active = activation mostly above about 9.5%, no sharp cut-off; inactive = mostly below about 7.6%;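 note: 0% = cells with vehicle only and 100% = reference agonist; strong numbers were not always called active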
Target sequence (P47898 whole entry, looked up): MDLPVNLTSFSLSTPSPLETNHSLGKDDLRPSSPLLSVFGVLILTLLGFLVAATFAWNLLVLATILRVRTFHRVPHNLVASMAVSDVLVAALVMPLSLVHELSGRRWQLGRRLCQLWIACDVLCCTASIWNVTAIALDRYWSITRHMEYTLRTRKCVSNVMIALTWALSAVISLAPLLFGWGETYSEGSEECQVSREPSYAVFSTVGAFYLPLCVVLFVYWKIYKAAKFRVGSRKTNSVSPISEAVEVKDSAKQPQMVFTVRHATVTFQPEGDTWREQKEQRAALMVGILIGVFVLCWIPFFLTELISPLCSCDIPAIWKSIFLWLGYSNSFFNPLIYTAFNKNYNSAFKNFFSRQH
OPRM1-OPRD1 inv = inverse agonists of MOR-DOR heterodimerization, primary screen, cell-based, luminescence; Mu-type opioid receptor (Homo sapiens) + Delta-type opioid receptor (Homo sapiens), …; inhibition, % at 9.3 µM; hit rate 0.21% among 340,000; cell-based MOR-DOR heterodimer luminescence, inverse agonism; in the data active = inhibition above about 22%, passing the limit was not always enough;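 note: 0% = cells with DMSO and 100% = wells without cells with DMSO; values of inactives mirror those of a sister screen read the other way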
HTR5A inv ag = HTR5A inverse agonists in luminescence cell assay, primary screen, counter-screen for OPRM1-OPRD1 heterodimer inverse agonist project, full-deck HTS | hit rate 0.083% among 340,000 | inhibition, % at 9.3 µM | HTR5A cell line, inverse agonism | 5-hydroxytryptamine receptor 5A (Homo sapiens), P47898; in the data active = inhibition mostly above about 23%, no sharp cut-off; inactive = mostly below about 18%;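 note: 0% = cells with DMSO and 100% = no-cell wells with DMSO; some compounds called inactive have numbers as strong as hits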
RTF Ca sens act = cardiac RTF calcium sensitivity activators, primary screen, biochemical, IANBD-TnC fluorescence, EC20 calcium | Troponin I, cardiac muscle (Homo sapiens) + Troponin T, cardiac muscle (Homo sapiens) + … | IANBD-labeled TnC RTF fluorescence at EC20 calcium; 0% EC20 calcium, 100% full calcium | activation, % at 7.2 µM | hit rate 0.24% among 340,000 | AID 493008, 2010;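 active = activation above the mean over all tested compounds plus 3 SD, cut at about 30% in these data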;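 note: rise in fluorescence read as greater calcium sensitivity of cardiac thin filaments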
Starred values were filed as active, the others as inactive. Outcome played no part in choosing rows; about 2.8% have a hit in one of these screens.

`O=Nc1c(O)[nH]c2ccc(F)cc12` gave Keap1 Nrf2 FP -6, CAL PDZ FP -3, V-ATPase pH 2, C-LANA FP -2.1, RTF Ca sens inh -11, OPRM1-OPRD1 ag 1.3, HTR5A ag ctr 5, OPRM1-OPRD1 inv -9, HTR5A inv ag -28 and RTF Ca sens act 0.
Screening C=CCOc1nc(-c2ccncc2)nc2ccccc12 returned Keap1 Nrf2 FP -1, CAL PDZ FP -9, V-ATPase pH -2, C-LANA FP 1.7, RTF Ca sens inh 0, OPRM1-OPRD1 ag 3.6, HTR5A ag ctr 1, OPRM1-OPRD1 inv -21, HTR5A inv ag -15 and RTF Ca sens act -3.
`N#CCCNS(=O)(=O)c1ccc(C(=O)OCCCOC(=O)c2ccc(S(=O)(=O)NCCC#N)cc2)cc1` gave Keap1 Nrf2 FP -3, V-ATPase pH 0, C-LANA FP -1.1, RTF Ca sens inh -10, OPRM1-OPRD1 ag -2.7, HTR5A ag ctr 4, OPRM1-OPRD1 inv 18, HTR5A inv ag 3 and RTF Ca sens act -4.
For Cc1cccc(OCCCCn2c(CO)nc3ccccc32)c1 the results were Keap1 Nrf2 FP -1, CAL PDZ FP -9, V-ATPase pH 1, C-LANA FP 1.4, RTF Ca sens inh 1, OPRM1-OPRD1 ag 1.0, HTR5A ag ctr 6, OPRM1-OPRD1 inv -5, HTR5A inv ag -25 and RTF Ca sens act 3.
Screening S=C(NCc1ccco1)N/N=C/c1cccnc1 returned Keap1 Nrf2 FP -3, CAL PDZ FP -2, V-ATPase pH 1, C-LANA FP 1.1, RTF Ca sens inh -1, OPRM1-OPRD1 ag -3.9, HTR5A ag ctr 4, OPRM1-OPRD1 inv 19, HTR5A inv ag 16 and RTF Ca sens act 4.
For CCCCOc1ccc(/C(O)=C(\C#N)c2nc3ccccc3[nH]2)cc1 the results were Keap1 Nrf2 FP 0, CAL PDZ FP 2, V-ATPase pH 1, C-LANA FP -2.9, RTF Ca sens inh -5, OPRM1-OPRD1 ag -3.2, HTR5A ag ctr -2, OPRM1-OPRD1 inv 14, HTR5A inv ag 7 and RTF Ca sens act -2.
CCCS(=O)(=O)N1CCC(C(=O)NCCCOC)CC1 was read as Keap1 Nrf2 FP -2, CAL PDZ FP -4, V-ATPase pH 0, C-LANA FP -1.2, RTF Ca sens inh -21, OPRM1-OPRD1 ag -3.5, HTR5A ag ctr 0, OPRM1-OPRD1 inv 17, HTR5A inv ag -1 and RTF Ca sens act 1.
CC1(C)Oc2ccc3ccc(=O)oc3c2/C(=C/N)C1=O was read as Keap1 Nrf2 FP -4, CAL PDZ FP 0, V-ATPase pH 6, C-LANA FP -0.5, RTF Ca sens inh -2, OPRM1-OPRD1 ag -0.6, HTR5A ag ctr 0, OPRM1-OPRD1 inv 3, HTR5A inv ag -3 and RTF Ca sens act 4.
Screening CN(CC(=O)Nc1ccccc1)CC(=O)Nc1ccccc1Cl returned Keap1 Nrf2 FP -3, CAL PDZ FP -3, V-ATPase pH 2, C-LANA FP -0.3, RTF Ca sens inh -6, OPRM1-OPRD1 ag 0.3, HTR5A ag ctr 0, OPRM1-OPRD1 inv -2, HTR5A inv ag -1 and RTF Ca sens act -1.
COc1ccc(C(=O)CCS(=O)(=O)c2ccc(C)cc2)cc1OC was read as Keap1 Nrf2 FP -65, CAL PDZ FP -3, V-ATPase pH -4, C-LANA FP 0.7, RTF Ca sens inh -12, OPRM1-OPRD1 ag -4.0, HTR5A ag ctr -3, OPRM1-OPRD1 inv 13, HTR5A inv ag 13 and RTF Ca sens act -4.
Screening c1ccc(C2[C@H]3CN(Cc4cccnc4)[C@H](c4ccccc4)C34CC2(c2cccnc2)C4)cc1 (some centres not stated) returned Keap1 Nrf2 FP -7, CAL PDZ FP 0, V-ATPase pH -13, C-LANA FP 1.3, RTF Ca sens inh -2, OPRM1-OPRD1 ag 80*, HTR5A ag ctr -5, OPRM1-OPRD1 inv -434, HTR5A inv ag -20 and RTF Ca sens act 2.
CC(=O)NCc1ccc(S(=O)(=O)NC(C)CCc2ccccc2)cc1 (configuration not stated) was read as Keap1 Nrf2 FP -6, CAL PDZ FP -5, V-ATPase pH -4, C-LANA FP 0.1, RTF Ca sens inh -11, OPRM1-OPRD1 ag -2.3, HTR5A ag ctr 2, OPRM1-OPRD1 inv 12, HTR5A inv ag -6 and RTF Ca sens act 6.
Screening COc1ccc(N(CC(=O)Nc2cccc(C)c2C)S(=O)(=O)c2c(C)n[nH]c2C)cc1 returned Keap1 Nrf2 FP -4, V-ATPase pH -2, C-LANA FP -0.8, RTF Ca sens inh -6, OPRM1-OPRD1 ag -0.6, HTR5A ag ctr -1, OPRM1-OPRD1 inv 3, HTR5A inv ag 3 and RTF Ca sens act 0.
For CC1C(=O)C(C)C(c2cc(Cl)ccc2O)NC1c1cc(Cl)ccc1O (configuration not stated) the results were Keap1 Nrf2 FP -1, CAL PDZ FP -4, V-ATPase pH 0, C-LANA FP -1.4, RTF Ca sens inh -19, OPRM1-OPRD1 ag 8.7, HTR5A ag ctr 0, OPRM1-OPRD1 inv -45, HTR5A inv ag 0 and RTF Ca sens act -4.
For CCCNC(=O)c1cc(-c2ccc(Br)cc2)on1 the results were Keap1 Nrf2 FP -3, CAL PDZ FP 33*, V-ATPase pH -4, C-LANA FP 0.2, RTF Ca sens inh -6, OPRM1-OPRD1 ag 0.7, HTR5A ag ctr 3, OPRM1-OPRD1 inv -4, HTR5A inv ag 30 and RTF Ca sens act 4.
COc1cccc(NC(=O)CCN2CCN(C)CC2)c1 was read as Keap1 Nrf2 FP 1, CAL PDZ FP -2, V-ATPase pH 2, C-LANA FP 0.7, RTF Ca sens inh -6, OPRM1-OPRD1 ag -1.2, HTR5A ag ctr 3, OPRM1-OPRD1 inv 7, HTR5A inv ag -10 and RTF Ca sens act -2.
`O=C(N/N=C/c1ccc2c(c1)OCO2)c1cccc2ccccc12` gave Keap1 Nrf2 FP -3, CAL PDZ FP -3, V-ATPase pH 0, C-LANA FP -1.5, RTF Ca sens inh 4, OPRM1-OPRD1 ag -1.0, HTR5A ag ctr -1, OPRM1-OPRD1 inv 7, HTR5A inv ag -9 and RTF Ca sens act -3.
For O=C(COc1cc(Cl)c(Cl)cc1Cl)NC(=O)NC1CCCC1 the results were Keap1 Nrf2 FP 0, CAL PDZ FP -5, V-ATPase pH 3, C-LANA FP -0.6, RTF Ca sens inh 4, OPRM1-OPRD1 ag 2.7, HTR5A ag ctr -3, OPRM1-OPRD1 inv -16, HTR5A inv ag 6 and RTF Ca sens act 4.
For CCOc1ccc(N(C)S(=O)(=O)c2cnc[nH]2)cc1 the results were Keap1 Nrf2 FP -5, CAL PDZ FP 1, V-ATPase pH 1, C-LANA FP -1.6, RTF Ca sens inh -7, OPRM1-OPRD1 ag -1.0, HTR5A ag ctr 0, OPRM1-OPRD1 inv 5, HTR5A inv ag 21 and RTF Ca sens act -3.
Screening O=C(NCc1ccccc1)NC12CC3CC(CC(C3)C1)C2 returned Keap1 Nrf2 FP -3, CAL PDZ FP 2, V-ATPase pH -1, C-LANA FP -1.1, RTF Ca sens inh -6, OPRM1-OPRD1 ag 2.9, HTR5A ag ctr -1, OPRM1-OPRD1 inv -14, HTR5A inv ag -25 and RTF Ca sens act 14.
Screening O=C1C(=C2SCCCS2)CC/C1=C\c1ccc(F)cc1 returned Keap1 Nrf2 FP -3, CAL PDZ FP -1, V-ATPase pH -1, C-LANA FP 2.6, RTF Ca sens inh -6, OPRM1-OPRD1 ag -2.5, HTR5A ag ctr 17, OPRM1-OPRD1 inv 12, HTR5A inv ag -42 and RTF Ca sens act -2.
Screening COc1cccc(Cn2c(=O)oc3ccccc32)c1 returned Keap1 Nrf2 FP -1, CAL PDZ FP -1, V-ATPase pH 1, C-LANA FP -1.8, RTF Ca sens inh -6, OPRM1-OPRD1 ag -2.5, HTR5A ag ctr 6, OPRM1-OPRD1 inv 11, HTR5A inv ag -20 and RTF Ca sens act 3.
For CCCC(=O)OC(C(=O)Nc1cc(C(F)(F)F)ccc1Cl)c1ccccc1 (configuration not stated) the results were Keap1 Nrf2 FP -2, CAL PDZ FP -1, V-ATPase pH 0, C-LANA FP 0.0, RTF Ca sens inh 10, OPRM1-OPRD1 ag 1.9, HTR5A ag ctr 5, OPRM1-OPRD1 inv -9, HTR5A inv ag 13 and RTF Ca sens act -3.
`O=C(NN=C1CCCCC1)c1ccccc1-n1cccc1` gave Keap1 Nrf2 FP 3, CAL PDZ FP -3, V-ATPase pH -5, C-LANA FP 1.0, RTF Ca sens inh -1, OPRM1-OPRD1 ag -1.9, HTR5A ag ctr -2, OPRM1-OPRD1 inv 6, HTR5A inv ag 10 and RTF Ca sens act 4.
For O=C(O)CC/C(=N\Nc1ccc([N+](=O)[O-])cc1)c1ccccc1 the results were Keap1 Nrf2 FP 0, V-ATPase pH 1, C-LANA FP -1.4, RTF Ca sens inh -15, OPRM1-OPRD1 ag -1.6, HTR5A ag ctr -1, OPRM1-OPRD1 inv 8, HTR5A inv ag 12 and RTF Ca sens act 9.
O=C(N1CCCC1)N1CCN(S(=O)(=O)c2ccccc2)CC1 was read as Keap1 Nrf2 FP -2, V-ATPase pH 2, C-LANA FP 3.4, RTF Ca sens inh 0, OPRM1-OPRD1 ag 0.2, HTR5A ag ctr 2, OPRM1-OPRD1 inv -1, HTR5A inv ag 7 and RTF Ca sens act 1.
`Cc1oncc1C(=O)Nc1ccc2ccccc2c1` gave Keap1 Nrf2 FP 0, CAL PDZ FP -2, V-ATPase pH 0, C-LANA FP 0.5, RTF Ca sens inh -1, OPRM1-OPRD1 ag 0.6, HTR5A ag ctr 5, OPRM1-OPRD1 inv -2, HTR5A inv ag 12 and RTF Ca sens act 5.
O=[N+]([O-])c1cccnc1Oc1ccc(F)cc1 was read as Keap1 Nrf2 FP 1, CAL PDZ FP -8, V-ATPase pH -1, C-LANA FP 0.9, RTF Ca sens inh -4, OPRM1-OPRD1 ag -2.2, HTR5A ag ctr -1, OPRM1-OPRD1 inv 11, HTR5A inv ag -15 and RTF Ca sens act -2.
